High-throughput results from PubChem.
aSyn tox rescue: qHTS of alpha-syn Inhibitors: NCGC Sytravon Library Screen. AID 1347070, 2019. Potency, µM (doses to about 46.1 µM), inactives show at the top dose growth rescue (activation), actives largely listed as activators. S. cerevisiae alpha-synuclein toxicity rescue, BacTiter-Glo growth, 24 h. 0.02% of 94,000 active; active means well fitted activation curve with a large enough effect; inconclusive means small, poorly fitted or top-dose-only effect; further: 0% is about no effect
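Growth restoration measured by BacTiter-Glo luminescence after 24 hr at 30 deg C; alpha-synuclein yeast, raffinose-pregrown to mid-log, were added at OD600=0.02 in galactose medium onto pinned compounds.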
* hit, by the source's call; ? = inconclusive; [ ] = dose if it differs, or a comment. Potency means the concentration at half of the fitted maximal effect. An excerpt; the hit share may differ from the screen's.

SMILES | aSyn tox rescue
O=C(c1cccs1)N(Cc1cccnc1)c1nc2ccc(F)cc2s1 | 29%
Cc1cccc(CNC(=O)c2ccc(-c3nc(CS(=O)(=O)c4ccccc4)c(C)o3)cc2)c1 | -9%
O=C(COC(=O)Cc1ccccc1[N+](=O)[O-])Nc1nnc(-c2ccccc2)o1 | 5%
Oc1ccc(/C=N/NC(=S)NC2CC3CCC2C3)cc1 (stereo unspecified) | 7%
COc1ccc(-c2nc(CSCC(=O)N3CCN(c4cccc(C)c4C)CC3)c(C)o2)cc1OC | 3%
COc1cc(Br)cc(/C=N/N(CCO)C2=NS(=O)(=O)c3ccccc32)c1OC | -5%
CC(=O)N1c2ccccc2CC1C(=O)N1CCN(c2ccccc2)CC1 (stereo unspecified) | 2%
COc1ccccc1-c1nnc(SCC(=O)Nc2ccc(S(N)(=O)=O)cc2)n1N | 1%
O=C(Cn1c(-c2cccs2)cc2cc(Cl)ccc21)NCc1ccccc1 | 3%
COc1ccc(OC)c(C(=O)CCCCC(=O)c2cc(OC)ccc2OC)c1 | 2%
COc1ccc(-c2ccc(CN3C(CC(C)C)C(=O)N(Cc4cn(CC5CCCCC5)nn4)CCS3(=O)=O)cc2)cn1 (stereo unspecified) | 5%
O=C(Cc1ccc([N+](=O)[O-])cc1)N1N=C(C2CC2)CC1(O)C(F)(F)F (stereo unspecified) | 9%
O=[N+]([O-])c1cc(-c2nc(-c3ccco3)no2)ccc1NCc1ccccc1 | -3%
Fc1ccc(CNc2nc(-c3ccccc3)nc3ccccc23)cc1 | -22%
COc1ccc(N2CCN(CC(O)COC(c3ccccc3)c3ccccc3)CC2)cc1 (stereo unspecified) | 8%
CC(=O)N1c2ccc(S(=O)(=O)N3CCCCCC3)cc2CC1C(=O)NC(C)C (stereo unspecified) | 6%
CCCN(Cc1cccs1)C(=O)Nc1cc(OC)ccc1OC | ?
CCOc1cc(C(=O)NCCc2sc(-c3ccc(F)cc3)nc2C)cc(OCC)c1OCC | -9%
O=C(CCS(=O)(=O)c1ccc(Br)s1)Nc1cc(C(F)(F)F)cc(C(F)(F)F)c1 | 4%
CN(C)CCC1CCN(c2cc(C#N)c(C#N)cc2[N+](=O)[O-])CC1 | -7%
Cc1cc(NC(=O)CN(C)S(=O)(=O)c2cccc(Cl)c2)no1 | 2%
Cc1coc2cc3oc(=O)c(CCC(=O)NCc4ccc(Cl)cc4)c(C)c3cc12 | -9%
COc1cc(NC(C)=O)ccc1-c1cc2ccccc2oc1=O | 10%
CC(OC(=O)c1cccc(S(=O)(=O)N2CCOCC2)c1)C(=O)NCC1CCCCC1 (stereo unspecified) | -4%
COc1cc(OC)c(N(C)C(=O)CCNC(=O)Cn2cnc3ccccc3c2=O)cc1Cl | 4%
COc1ccc(N2CCN(C(=O)CCC(=O)NNc3nc4ccccc4c4nc(C)nn34)CC2)cc1 | 4%
COc1cc2oc(=O)c(CC(=O)NCCc3ccccc3F)c(C)c2cc1OC | 6%
CCCN1CN=C(NS(=O)(=O)c2ccc(NC(C)=O)cc2)NC1 | -10%
COc1ccccc1N1CCN(C(=O)c2ccc(N(C)S(=O)(=O)c3ccccc3)cc2)CC1 | 15%
COc1cc(C2NC(=O)c3c(sc4c3CCN(C)C4)N2)ccc1OC(=O)c1ccccc1 (stereo unspecified) | -28%
CCC(C)NC(=O)c1ccccc1-c1ccccc1C(=O)NC(C)CC (stereo unspecified) | 2%
Cc1ccc2[nH]c(CNC(=O)C3CCCCC3)cc2c1 | 11%
Cn1c(Oc2ccccc2)nc2c1c(=O)n(Cc1ccc(Cl)cc1Cl)c(=O)n2C | 3%
O=C(CCc1nc2ccccc2[nH]1)NCc1ccc2c(c1)OCO2 | -1%
CCC1=Nc2cc(C(=O)NC3CCC(C)CC3)ccc2Sc2ccc(C)cc21 (stereo unspecified) | -2%
COc1ccc(-c2noc(C3CC(=O)N(c4ccc5c(c4)OCCO5)C3)n2)c(OC)c1 (stereo unspecified) | -6%
Cc1cccc(N(C)C(=O)Cn2c(=O)oc3cc(S(=O)(=O)N4CCCCC4)ccc32)c1 | 4%
O=C(NNC(=O)C1CC=CCC1C(=O)O)c1cccs1 (stereo unspecified) | 0%
CCOC(=O)C(NC(C)=O)(Nc1ccc(S(=O)(=O)Nc2ncccn2)cc1)C(F)(F)F (stereo unspecified) | -5%
Cc1c(-c2ccccc2)c(=O)oc2c(CN3CCOCC3)c(O)ccc12 | -8%
CCOC(=O)C1(CCOC)CCN(Cc2ccc(C(=O)OC)cc2)CC1 | -5%
O=C(c1cccc([N+](=O)[O-])c1)c1cc2ccccc2o1 | 6%
CCOc1ccc(Cn2c(CNS(=O)(=O)c3ccc(Cl)s3)nc3cccnc32)cc1 | -4%
CCC(C)N(C(=O)CSc1nnc2ccccn12)C1CCS(=O)(=O)C1 (stereo unspecified) | 5%
COc1cccc(N2CCN(C(=O)c3cc4c(s3)-c3c(C)cccc3OC4)CC2)c1 | 15%
O=C(Cn1nc(Cc2cccnc2)c2ccccc2c1=O)NCc1ccc2c(c1)OCO2 | 10%
O=C(Nc1ccc(S(=O)(=O)N(Cc2ccccc2)c2ccccc2)cc1)c1ccccc1F | -8%
COc1cccc(-n2c(C)nc3c(cnn3-c3ccc(C)c(C)c3)c2=O)c1 | 5%
Nc1nn(-c2ccccc2)nc1C(=O)OCc1ccccc1Br | -8%
COc1ccc(NC(=O)N[C@@H](CCSC)C(=O)O)cc1OC | 0%
CC(C)(C)C(=O)NCCc1nc2ccccc2n1CCCCOc1ccc(Cl)cc1 | 10%
CN(c1ccccc1)S(=O)(=O)c1nnc(NC(=O)COc2ccccc2)s1 | 7%
COc1cc(OC)cc(C(=O)OCC(=O)NC2CCCCCCC2)c1 | -4%
Cc1noc(C)c1CN(C(=S)NC(C)C)c1ccccc1 | -16%
O=C(COC(=O)c1cccc(S(=O)(=O)N2CCN(c3ccccc3)CC2)c1)NCC1CCCO1 (stereo unspecified) | 8%
Oc1c(C(c2cccs2)N2CCN(c3ccccc3)CC2)sc2ncnn12 (stereo unspecified) | -3%
Cc1ccc(Cl)c(OCC(=O)OC(C)C(=O)NC2CC2)c1 (stereo unspecified) | 0%
COc1ccc(CNC(=O)c2ccc3[nH]c(C)c(C)c3c2)c(OC)c1 | ?
Cc1ccc(Cn2c(CNS(=O)(=O)c3ccc(F)c(Cl)c3)nc3cccnc32)cc1 | -13%
CCOC(=O)c1c(C)oc2ccc(N(C(C)=O)S(=O)(=O)c3c(C)cc(C)cc3C)cc12 | -6%

Other structures:
SMILES | aSyn tox rescue
Cc1ccc(Cl)cc1NC(=O)c1cc2c(=O)n3cccc(C)c3nc2n1C | 5%
CN(CC(=O)Nc1ccc(Cl)cc1)CC(=O)N1CCc2ccccc21 | 5%
C=Cc1ccc(CN2C(=O)N(c3ccc(C)c(C)c3)S(=O)(=O)c3ccccc32)cc1 | 7%
CN(C(=O)CS(=O)(=O)c1cn(CC(=O)N2CCOCC2)c2ccccc12)c1ccccc1 | -5%
O=C(CCCn1c(=O)c2ccccc2n(CC(=O)Nc2cccc(C(F)(F)F)c2)c1=O)NCc1ccc2c(c1)OCO2 | -4%
COc1ccccc1C(=O)NCCC(=O)N1CCCCCCC1 | -4%
O=C(NCC(c1cccs1)N1CCOCC1)c1cc(Cl)ccc1[N+](=O)[O-] (stereo unspecified) | -49%[inhibitor]
CC(C)CC1C(=O)N(Cc2cn(CCC3OCCCO3)nn2)CCS(=O)(=O)N1Cc1ccc(-c2cccc(N(C)C)c2)cc1 (stereo unspecified) | 3%
CC1CCN(c2nn3c(=O)c(C(=O)NCCc4ccc(Cl)cc4)cnc3s2)CC1 | -2%
CCOCc1c(C(=O)Nc2ccccc2N2CCN(C)CC2)oc2ccccc12 | 7%
COc1ccc(NC(=O)c2oc3ccccc3c2NC(=O)COc2ccc(F)cc2)c(OC)c1 | -4%
CCOc1ccc(CNC(=O)C2CCCN(S(=O)(=O)c3ccc4c(c3)CCCC(=O)N4)C2)cc1 (stereo unspecified) | -3%
O=c1ccc2cc(S(=O)(=O)N3CCCC3)ccc2[nH]1 | 0%
O=C(CN1CCc2ccccc21)NN1CC(=O)N(c2ccc(Cl)cc2)CC1=O | 6%
CCOc1cc(-c2nc(-c3ccc(-c4ccccc4)nc3OCC)no2)cc(OCC)c1OCC | -12%
CCOC(=O)N1CCc2c(sc3c2c(=O)n(CCc2ccccc2)c(=O)n3CC(=O)Nc2ccccc2C)C1 | 3%
COc1ccccc1CNC(=O)C1=CCN(S(=O)(=O)c2ccc(C)cc2)CC1 | 0%
COc1ccc(Cl)cc1NC(=O)C(C)n1c(=O)cc(C(F)(F)F)c2c(C)nn(C)c21 (stereo unspecified) | -6%
COc1ccc(S(=O)(=O)N2CCOCC2)cc1NC(=O)CN1C(=O)NC2(CCC(C)CC2)C1=O (stereo unspecified) | -4%
CC(NC(=O)c1ccc2c(c1)OCO2)C(c1cccs1)N1CCN(c2ccccc2)CC1 (stereo unspecified) | 4%

By substructure, the compounds so far with an aryl thioether with sulfur outside any ring (two)
SMILES | aSyn tox rescue
COc1ccccc1-c1nnc(SCC(=O)Nc2ccc(S(N)(=O)=O)cc2)n1N | 1%
CCC(C)N(C(=O)CSc1nnc2ccccn12)C1CCS(=O)(=O)C1 (stereo unspecified) | 5%

Other compounds follow.
SMILES | aSyn tox rescue
CNS(=O)(=O)c1ccc(NC(=O)c2ccoc2C)cc1 | -2%
NNC(=O)C(Cc1c[nH]c2ccccc12)NC(=O)c1ccccc1 (stereo unspecified) | -2%
CCCS(=O)(=O)c1ncc(Cl)c(C(=O)Nc2c(C(=O)Nc3ccccc3)oc3ccccc23)n1 | -6%
COc1ccccc1CCNC(=O)C(=O)NCC1OCCN1S(=O)(=O)c1ccccc1 (stereo unspecified) | 5%
CCc1nnc(NC(=O)CSc2nccn2Cc2ccc(Cl)cc2)s1 | -9%
Cc1n[nH]c(=O)c2c(NC(=O)CSc3nncs3)oc(C)c12 | -5%
COC(=O)c1ccc(NC(=O)CSc2ncc3c(n2)-c2cc(Cl)ccc2N(Cc2ccccc2)S3(=O)=O)cc1 | 4%
CC(=O)c1cccc(NC(=O)CN2C(=O)CCc3cc(S(=O)(=O)N4CCCCC4)ccc32)c1 | 2%
O=C(N/N=C/c1c[nH]c2ccc(Br)cc12)c1ccccn1 | -4%
CCOc1ccccc1CC1C(=O)Nc2ccc(Br)cc21 (stereo unspecified) | 26%
Cc1cccc(-c2noc(-c3ccc(NCC4CCCO4)c([N+](=O)[O-])c3)n2)c1 (stereo unspecified) | -5%
COCCCN1CN(S(=O)(=O)c2cccs2)c2nc3ccccc3nc21 | -5%
CCCCc1nn2c(=O)cc(COC(=O)c3cccs3)nc2s1 | 3%
CCCOc1ccc(C(=O)NCC2OCCc3ccccc32)cc1 (stereo unspecified) | 3%
COc1cc(CN(CC2CCCO2)C(=O)c2ccccc2F)cc(OC)c1OC (stereo unspecified) | -2%
COc1cc(NC(=O)N2c3ccccc3Sc3ccccc32)cc(OC)c1 | 0%
O=C(c1ccc2c(c1)OCCO2)N1CCN(c2ccc(C(F)(F)F)cn2)CC1 | 4%
O=C(NCCS(=O)(=O)NCCCc1ccccc1)c1ccccc1 | 0%
COc1ccccc1N1CCN(CCCN2C(=O)C3CCCN3C2=O)CC1 (stereo unspecified) | -3%
CCN(CC)c1ccc(C(=O)Nc2ccc3nc(N(CC)CC)cc(C)c3c2)cc1 | -4%

Retrieved by structure from above (6):
SMILES | aSyn tox rescue
CCOC(=O)N1CCc2c(sc3c2c(=O)n(CCc2ccccc2)c(=O)n3CC(=O)Nc2ccccc2C)C1 | 3%
Cc1ccc(Cl)c(OCC(=O)OC(C)C(=O)NC2CC2)c1 (stereo unspecified) | 0%
COc1ccccc1N1CCN(C(=O)c2ccc(N(C)S(=O)(=O)c3ccccc3)cc2)CC1 | 15%
O=C(CN1CCc2ccccc21)NN1CC(=O)N(c2ccc(Cl)cc2)CC1=O | 6%
CN(CC(=O)Nc1ccc(Cl)cc1)CC(=O)N1CCc2ccccc21 | 5%
Oc1c(C(c2cccs2)N2CCN(c3ccccc3)CC2)sc2ncnn12 (stereo unspecified) | -3%

Part of the list above in order of heavy-atom count, descending.
SMILES | aSyn tox rescue
COc1cc(CN(CC2CCCO2)C(=O)c2ccccc2F)cc(OC)c1OC (stereo unspecified) | -2%
CCCOc1ccc(C(=O)NCC2OCCc3ccccc32)cc1 (stereo unspecified) | 3%
O=C(N/N=C/c1c[nH]c2ccc(Br)cc12)c1ccccn1 | -4%

Continued.
SMILES | aSyn tox rescue
Cc1ccccc1-n1nc(CO)c(C(=O)NCC(c2ccccc2)c2ccccc2)n1 | 1%
COc1cc(OC)cc(C(=O)Nc2ccc(S(=O)(=O)N3CCCCC3c3cccnc3)cc2)c1 (stereo unspecified) | -7%
Cc1cc(C)c(O)c(-c2cc(C(=O)Nc3cccnc3)[nH]n2)c1 | -1%
COc1cccc(NC(=O)CC2NCCNC2=O)c1 (stereo unspecified) | 0%
O=C(Nc1cccc(NC(=O)c2ccco2)c1)c1ccccc1 | -10%
CCCCN(C)C(=O)c1cn(C)c2ccc(S(=O)(=O)N3CCC(C)CC3)cc2c1=O | 0%
Cc1ccc(CNC(=O)c2cccn2-c2nnc(N3CCCCC3)s2)cc1 | -18%
Cc1ccc(-n2cc(C(=O)Oc3cccc(C)c3)c3ccccc3c2=O)cc1 | 10%
Cc1ccc(C)c(N2CCN(C(=O)c3cc(S(=O)(=O)N4CCCCC4)cn3C)CC2)c1 | -6%
